14-3-3 Bad inh: disrupts binding of bovine 14-3-3 zeta to phospho-Bad peptide. inhibition, % at 21.7 µM. P63103. hit rate 0.71% among 220,000. TR-FRET 14-3-3zeta/Dy647-pBad peptide displacement, 1 h;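 active = inhibition above about 70%, limit read from the data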;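 also: 0% = full 14-3-3 plus peptide FRET controls and 100% = background without 14-3-3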
Target sequence (P63103 whole entry, looked up): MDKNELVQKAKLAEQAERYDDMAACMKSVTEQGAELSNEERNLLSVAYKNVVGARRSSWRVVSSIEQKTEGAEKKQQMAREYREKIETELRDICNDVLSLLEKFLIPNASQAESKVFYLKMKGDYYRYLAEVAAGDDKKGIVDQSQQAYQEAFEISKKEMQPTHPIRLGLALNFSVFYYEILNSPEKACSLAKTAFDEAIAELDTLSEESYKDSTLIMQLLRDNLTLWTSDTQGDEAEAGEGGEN
FXIIa inh 1536: inhibitors of human coagulation factor XIIa. P00748. purified FXIIa, Boc-QGR-AMC fluorogenic substrate, 2 h. inhibition, % at 5 µM. hit rate 0.3% among 220,000. AID 800; in the data active = inhibition above about 40%;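 also: 0% = enzyme with no compound and 100% = blank without enzyme; many of its hits are not listed in these tables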
hK5 inh: kallikrein 5 (human) inhibition; hit rate 0.59% among 210,000; inhibition, % at 5 µM; recombinant hK5, fluorogenic AMC substrate cleavage;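 active = inhibition of 40% or more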;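 also: 0% = enzyme controls without compound and 100% = no-enzyme blanks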
Runt-CBFb FRET: Runt domain-CBFb interaction inhibition. inhibition, % at 20 µM. hit rate 0.46% among 220,000. Cerulean-Runt/Venus-CBFb FRET ratio 530/480, 1 h. Q01196+Q13951. AID 1496;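 active = inhibition over about 50% at 20 µM in the single-dose screen, limit read from the data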;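 also: 0% = DMSO wells and 100% = excess unlabeled CBFb competitor control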
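Schedule: protein complex preformed 1 h, compound exposure 1 h, room temperature, dark; test system: Cerulean-labeled Runt domain protein; amount: 100 nM per protein; buffer or medium: Tris 50 mM pH 7.5, KCl, K2SO4, 0.01% BSA; read-out: loss of energy transfer signal; detection: FRET fluorescence; controls: 5 µM unlabeled CBFb as full-inhibition high control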
FXIa inh: blocks human coagulation factor XIa protease activity; P03951; inhibition, % at 5 µM; purified FXIa, Boc-Glu-Ala-Arg-AMC fluorogenic substrate; hit rate 0.14% among 220,000; AID 798;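 active = inhibition of at least 40%; inactive = inhibition below 40%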;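 also: fluorescence of freed AMC excited at 355 nm; 0% = enzyme without compound and 100% = no enzyme blank; many of its hits are not listed in these tables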
Thrombin inh: inhibitors of human thrombin; alpha-thrombin, Boc-VPR-AMC fluorogenic substrate cleavage; inhibition, % at 5 µM; hit rate 0.26% among 220,000;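 active = inhibition at or above 40%; inactive = inhibition below 40%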;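 also: 0% = enzyme with no compound and 100% = wells without enzyme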
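System: Human alpha-thrombin protein | Medium: pH 7.5 Tris (50 mM) with NaCl 150 mM, Tween 20 0.05% | Times: Enzyme reaction carried out at room temperature | Detection: AMC fluorescence, 355/460 nm | Evaluation: Percent inhibition scaled between no-compound controls and no-enzyme blanks | Benchmarks: Enzyme without compound as high, wells lacking enzyme as low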
Hck Nef HTS: blocks Nef-activated human Hck kinase. inhibition, % at 20 µM. hit rate 0.68% among 220,000. Recombinant Hck-YEEI plus Nef, Z-Lyte FRET kinase assay;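 active = Hck-Nef kinase inhibition above about 50%, limit read from the data; inactive = inhibition below that limit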;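 also: 0% = DMSO with Hck plus Nef and 100% = Hck alone without Nef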
Wee1 degr inh: human Wee1 degradation inhibition, primary screen. HeLa Luc-Wee1K328M stability, luciferase luminescence; 100% = proteasome inhibitor MG132 effect. reporter increase, % at 5 µM. hit rate 1.2% among 220,000;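 active = activation above the mean of all tested compounds plus 3 SD, set per screening run, cut at about 8.8% in these data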;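 also: cells exposed to compound for 20 h before luminescence read; 0% = DMSO alone and 100% = MG132 at 30 µM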
Target sequence (P30291 whole entry K328M): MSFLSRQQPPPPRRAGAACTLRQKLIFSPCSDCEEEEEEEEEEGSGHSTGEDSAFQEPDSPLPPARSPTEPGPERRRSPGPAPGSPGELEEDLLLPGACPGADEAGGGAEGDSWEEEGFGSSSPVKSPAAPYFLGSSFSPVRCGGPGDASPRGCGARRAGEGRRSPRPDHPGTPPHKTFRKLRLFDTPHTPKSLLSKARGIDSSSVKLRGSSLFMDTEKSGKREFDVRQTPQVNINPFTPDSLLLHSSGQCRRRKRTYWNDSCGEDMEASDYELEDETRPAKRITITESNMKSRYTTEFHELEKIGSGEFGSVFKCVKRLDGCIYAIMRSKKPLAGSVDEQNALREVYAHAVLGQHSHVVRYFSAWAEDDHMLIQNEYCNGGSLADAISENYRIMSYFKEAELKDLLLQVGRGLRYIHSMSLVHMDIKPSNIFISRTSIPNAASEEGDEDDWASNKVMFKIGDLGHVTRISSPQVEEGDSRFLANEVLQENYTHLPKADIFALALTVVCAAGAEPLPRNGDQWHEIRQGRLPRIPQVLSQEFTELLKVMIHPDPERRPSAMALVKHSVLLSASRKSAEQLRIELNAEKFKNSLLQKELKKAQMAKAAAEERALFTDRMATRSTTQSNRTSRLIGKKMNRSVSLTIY
Runt-SMMHC FRET: blocks binding of human RUNX1 Runt domain to CBFb-SMMHC. Q01196+Q13951. Cerulean-Runt/Venus-CBFb-SMMHC FRET ratio 530/480, 1 h. inhibition, % at 20 µM. hit rate 0.74% among 220,000. AID 1434;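 active = mean inhibition across duplicate retests at 20 µM reaching about 50%, limit read from the data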;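 also: 0% = DMSO wells and 100% = wells with excess untagged CBFb-SMMHC; inhibitors lower the FRET ratio by blocking Runt binding to CBFb-SMMHC; some results filed as inactive read as strong as hits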
An asterisk follows results filed as active; . = not tested or not shown; [ ] = dose if it differs, or a comment.

14-3-3 Bad inh	FXIIa inh 1536	hK5 inh	Runt-CBFb FRET	FXIa inh	Thrombin inh	Hck Nef HTS	Wee1 degr inh	Runt-SMMHC FRET	Compound
-1.6	20.8	-7.8	-0.4	3.1	0.4	0.6	-4.6	-7.7	O=C(NC(O)C(=O)c1cccs1)c1cccnc1 (stereo not given)
-9.3	12.7	-6.4	3.5	2.3	-0.5	0.0	1.5	3.1	COc1ccc(C(CC(=O)Nc2nccs2)n2cccc2)cc1 (stereo not given)
-2.5	5.7	-12.7	-2.2	1.4	-3.2	-2.2	4.8	1.5	O=C(Nc1nc(-c2ccc(F)cc2)cs1)c1ccc(N2C(=O)CCC2=O)cc1
66.2[fluorescence artefact?]	13.5	-14.7	-10.5	2.7	-3.7	-6.1	-2.4	-79.6	Nc1c(C(=O)Nc2cccc(Cl)c2Cl)sc2nc(-c3cccnc3)ccc12
17.0[fluorescence artefact?]	2.7	-18.0	0.0	3.7	-10.9	7.3	2.1	4.0	CCN(CC)S(=O)(=O)c1ccc(C(=O)OCC(=O)Nc2ccc(-c3nc4ccc(C)cc4s3)cc2)cc1
4.5	15.0	-13.9	-3.8	5.1	2.8	1.3	0.2	2.2	COc1nc(NC2CCCCC2)nc(N2CCCCCC2)n1
-4.0	4.7	-0.6	-1.2	-1.2	3.0	2.2	-3.4	-1.4	COc1ccc(NC(=S)NCCCCCC(=O)C[N+](=O)[O-])cc1
5.6	23.0	-26.2	3.7	19.3	-2.1	-0.6	-1.1	-1.0	Cc1ccc2c(CSc3nncs3)cc(=O)oc2c1
-10.4	1.3	-3.1	-2.0	-9.7	-3.4	-13.2	-0.4	-5.0	CCOc1ccc(CCNC(=O)Cn2c(-c3nonc3N)nc3ccccc32)cc1OCC
1.1	8.8	1.8	0.9	-3.3	0.9	10.9	0.5	-0.9	COCCCN1CN(S(=O)(=O)c2cccs2)c2nc3ccccc3nc21
3.9	3.4	-21.5	-3.3	-9.3	-9.6	-1.8	6.4	-3.3	COC(=O)C1C(=O)C=C(N2CCOCC2)CC1(C)C (stereo not given)
-8.3	11.0	1.0	-0.4	2.0	-20.3	30.5	-2.1	2.9	O=C(N/N=C/c1c[nH]c2ccc(Br)cc12)c1ccccn1
-1.5	-2.1	-5.3	0.1	-4.7	-11.9	-3.5	-2.5	-0.7	Cc1ccc(C(=O)N/C(=C/c2ccc(C(C)C)cc2)C(=O)NCCCN2CCOCC2)cc1
1.2	0.6	-4.9	-1.3	-2.9	-3.2	0.5	7.6	6.3	COC(=O)C1C(=O)c2c([nH]c(C(=O)OC3CCCC3)c2C)CC1C (stereo not given)
4.5	12.4	-6.8	1.7	3.1	-1.9	21.9	0.5	0.3	O=C(Cn1cnc2c(cnn2-c2ccccc2)c1=O)c1ccc(Cl)cc1
-12.5	8.1	-12.4	-3.3	1.6	0.0	3.0	-2.1	-1.5	Cc1sc2ncnc(NCCc3ccc(S(N)(=O)=O)cc3)c2c1C
9.4	11.3	-1.1	41.8	3.2	-3.8	-20.4	-1.5	52.6	CC(C)(C)C1=CC=C(C(C)(C)C)C(=O)C1=O
-4.1	9.5	3.4	0.8	0.3	-6.6	17.9	-3.6	1.2	Cc1ccc(C(=O)CC(=O)c2ccc(C(C)(C)C)cc2)cc1
-16.3[fluorescence artefact?]	-1.3	-8.0	-1.5	3.5	-6.8	-0.3	0.2	0.0	COc1ccc(-c2c(-c3ccc(OCC(=O)NN)cc3O)n[nH]c2C(F)(F)F)cc1
-0.8	14.3	0.5	-2.0	5.5	.	22.6	-4.5	4.4	COc1cc(CNC2CCCC2)cc(Br)c1OCC(=O)Nc1ccccc1C
-8.8	9.0	-23.3	-0.3	-1.2	-1.4	6.7	-1.1	-0.3	CC(C)(C)CC(C)(C)NC1=CC(=O)OC12CCCCC2
.	7.0	-7.7	-1.8	3.7	-6.4	0.0	0.7	2.9	COc1ccc(OC)c(-n2cnnn2)c1
-2.8	10.0	6.0	0.4	4.3	6.0	36.6	-3.5	0.1	COc1ccc(C(=O)O)cc1S(=O)(=O)NC(C)(C)C
-8.8	10.9	-6.0	-0.7	-2.0	-8.8	12.2	2.1	-0.1	Cc1cccc(C(=O)NNC(=O)Nc2ccccc2)c1
-4.7	16.7	46.9*	5.1	9.4	42.5*	-0.4	-0.7	-1.6	COc1cccc(-c2nnc(SCC(=O)Nc3ccc4c(c3)OCCO4)n2Cc2ccco2)c1
-4.4	1.5	-34.7	-2.7	-19.4	-3.6	3.5	-1.4	-5.7	Cn1c(=O)c2c(nc(Br)n2CC(=O)C23CC4CC(CC(C4)C2)C3)n(C)c1=O
-7.3	-0.8	-2.3	0.4	-5.3	-9.3	12.0	-0.8	-1.9	COc1ccccc1CC(=O)O/N=C(\N)c1ccccn1
-17.1	10.1	-2.2	-0.3	-3.3	1.1	-7.0	-0.4	0.2	CC(C)N(C(=O)CSc1nnc(CNc2ccc(F)cc2)o1)C(C)C
-6.3	6.6	-16.4	-1.0	1.7	-1.2	23.2	5.4	-2.8	CN(C(=O)/C=C/c1cnc2ccccc2c1)C1CCCCC1
-9.5	-0.5	-4.8	0.1	-8.7	1.6	16.9	-1.5	-2.0	Cc1ccc(S(=O)(=O)C2(C(=O)Nc3cccnc3)CC2)cc1
10.4	1.8	11.9	-2.0	-3.8	-3.1	2.0	2.5	-0.7	CCCOc1ccc(N2C(=O)CC(N3CCN(c4ccccc4F)CC3)C2=O)cc1 (stereo not given)
-0.9	9.3	5.4	8.3	3.3	-2.2	21.4	0.3	-82.4	CSc1c(C#N)c(N)nc2sc(C(=O)c3ccccc3)c(N)c12
-0.2	13.2	-3.4	2.8	3.4	1.8	0.9	2.8	-0.3	COc1cccc(-c2cc3c(=O)n(-c4ccccc4)c(=S)[nH]c3s2)c1
-2.2	16.2	5.1	3.2	6.4	0.3	0.2	-2.5	-0.4	N#Cc1c(NC(=O)CSc2ccccn2)oc(-c2ccccc2)c1-c1ccccc1
-8.2	15.3	-17.2	1.0	2.9	0.5	6.6	-3.5	2.3	Cc1nc(NCC2CCCO2)c2nnn(Cc3ccccc3Cl)c2n1 (stereo not given)
-2.5	7.5	-31.3	-1.4	7.6	-2.1	-0.7	-1.3	5.2	Cc1cc(NC(=O)CSc2nc(C(C)C)nc3sc(C)c(C)c23)no1
-2.2	1.8	-1.1	-2.7	-4.3	-6.4	14.7	0.2	-1.1	Cc1cc(C)c(O)c(-c2cc(C(=O)Nc3cccnc3)[nH]n2)c1
3.6	1.1	-0.4	4.8	-2.3	-7.2	14.8	.	11.2	CC1(OC(=O)c2ccc(Cl)nc2)C(=O)C=C2C=C3CCCN3C=C2C1=O (stereo not given)
-11.2	6.4	-1.4	0.3	5.1	-3.8	30.9	-4.2	1.2	C/C(=N\n1cnnc1)c1ccc(C#N)cc1
-5.7	7.9	1.8	-81.2	-1.6	11.5	10.9	1.4	-174.6	CCN1/C(=C\C=C(C(C)=O)C(C)=O)Sc2ccccc21
4.3	7.3	3.4	-2.1	-5.0	-4.0	-0.8	-3.0	2.7	Cc1ccc(Cc2cnc(NC(=O)CN3CCOCC3)s2)cc1Cl
-0.3	8.0	-0.5	-21.2	2.8	-3.4	-11.8	-1.3	-3.3	CC(OC(=O)c1ccco1)C(=O)Nc1ccc(Cl)cn1 (stereo not given)
8.0	3.4	13.1	-2.6	-23.8	-0.3	-2.1	0.3	-4.5	Cc1nc(CS(=O)c2ccc(Cl)cc2)cc(NCc2ccc(Cl)cc2Cl)n1 (stereo not given)
-3.2	7.7	-2.4	0.5	-5.7	0.5	-3.4	-4.0	-0.1	CCOC(=O)Nc1cccc(OCC(=O)Nc2ccccc2OCC)c1
-2.8	14.5	-84.1	2.4	5.1	1.9	-0.6	0.3	2.7	CCOc1cc(NC2CS(=O)(=O)CC2O)c(OCC)cc1NC(=O)c1ccccc1 (stereo not given)
8.5[fluorescence artefact?]	9.9	-5.2	-1.2	5.0	-6.1	1.8	-0.9	-24.3	CC(C)(C)C(=O)NNc1nc(-c2ccccc2)c2cc(Br)ccc2n1
-5.2[fluorescence artefact?]	2.7	-19.7	0.3	-5.2	-5.2	2.0	0.0	3.5	COc1cc(C(=O)N/N=C/c2ccc(OC(=O)N3CCOCC3)cc2)cc(OC)c1OC
-8.1	12.6	-22.4	0.8	2.3	-0.5	1.6	1.5	-1.2	Brc1cccc(-c2nnc3sc(CNCc4ccco4)cn23)c1
-18.0	11.9	1.1	-1.6	2.7	1.7	8.3	-0.4	2.4	Cc1ccc2c(C(=O)CN3CCN(C(=O)c4ccco4)CC3)c(C)[nH]c2c1
0.7	12.1	-5.9	0.0	11.3	-0.2	28.7	0.9	4.6	COc1ccc(N2COC3c4cccc5cccc(c45)C32)cc1 (stereo not given)
0.9	9.1	-11.8	1.8	5.0	-1.7	0.4	0.1	-0.4	N#CCC(N)=C(C#N)C#N
-31.2[fluorescence artefact?]	-3.1	-22.1	-0.6	-2.7	-7.3	0.6	0.2	1.0	COc1ccc(CNC(=S)Nc2ccccc2C)cc1
-11.1[fluorescence artefact?]	-1.0	-15.8	1.0	0.8	-5.8	-2.5	-0.8	0.2	COc1ccc(OC(=O)c2cc(S(=O)(=O)N3CCCC3)ccc2Cl)cc1
-6.6	22.2	4.1	0.8	3.8	6.8	-0.3	1.2	8.7	COc1ccc2c(c1)CCc1c(C(=O)N3CCCc4ccccc43)noc1-2
-8.7	16.4	-11.9	0.2	6.1	2.5	-0.2	3.5	0.2	C/C(=N\NC(=S)NCCc1ccccc1)c1ccc(C)cc1
-5.4	10.4	1.7	1.0	-1.7	17.3	20.7	0.6	2.1	O=C(COC(=O)c1ccco1)NCc1ccc(Cl)cc1
1.7[fluorescence artefact?]	-3.0	-11.7	-5.5	-6.9	-3.0	-0.9	0.1	-3.1	Cc1ccc(-c2cc(-c3nnc(SCC(=O)NC(C)C(C)C)n3N)c3ccccc3n2)cc1 (stereo not given)
-0.9	4.4	-3.7	8.3	-5.3	-7.3	6.9	0.2	1.9	O=C1/C(=C/c2cccnc2)SC(=S)N1N1CCOCC1
1.1	10.2	2.6	4.5	4.3	.	16.7	-1.2	-2.3	CC1CN(c2snnc2C=C2C(=O)OC(C)(C)OC2=O)CC(C)O1 (stereo not given)
-6.5[fluorescence artefact?]	9.8	-5.1	-2.3	12.1	5.8	1.1	1.5	-1.8	Cc1occc1-c1nnc(SCC(=O)N2c3ccccc3CCc3ccccc32)n1C

Part of the list above, in markdown.
| Structure | 14-3-3 Bad inh | FXIIa inh 1536 | hK5 inh | Runt-CBFb FRET | FXIa inh | Thrombin inh | Hck Nef HTS | Wee1 degr inh | Runt-SMMHC FRET |
| --- | --- | --- | --- | --- | --- | --- | --- | --- | --- |
| C/C(=N\NC(=S)NCCc1ccccc1)c1ccc(C)cc1 | -8.7 | 16.4 | -11.9 | 0.2 | 6.1 | 2.5 | -0.2 | 3.5 | 0.2 |
| O=C(COC(=O)c1ccco1)NCc1ccc(Cl)cc1 | -5.4 | 10.4 | 1.7 | 1.0 | -1.7 | 17.3 | 20.7 | 0.6 | 2.1 |

Source: PubChem BioAssay (several laboratories)

Hits appear at their usual frequency; any-hit rate near 4.2%.
